Screening data as filed in PubChem BioAssay.
T cell HTS: modulates CD8 T cell binding to vesicles | 2C CD8+ T cell-vesicle binding, flow cytometry; active compounds read low | hit rate 0.068% among 330,000 | calls only at 7 µM | AID 2052;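 active = response, share of CD8 T cells binding vesicles, and their 90th percentile fluorescence all below set limits, cut at about 80% in these data, passing the limit was not always enough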
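Assay system – 2C mouse CD8+ T cells · Also added – QL9-loaded Drosophila micro-vesicles · Timing – Cell–vesicle co-incubation 1.5 h at 37 °C, staining 20 min on ice · Signal – flow cytometry of vesicle-bound cells · Measure – percent CD8+ FL2 mean versus row control · Controls – Peptide-free naked vesicles (low) and QL9 vesicles with 0.7% DMSO vehicle (high)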
Myeloid diff MLP: myeloid differentiation induction. ER-HoxA9 myeloid progenitors, lysozyme-GFP differentiation, flow cytometry. calls only at 10 µM. hit rate 1% among 360,000;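 active = normalized GFP-positive differentiation at or above the plate's own cutoff, the solvent-only control mean plus 3 SD; inconclusive = no clear call, values can overlap the other calls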;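 note: cells exposed to compound for four days before flow analysis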
NTR1 ag: NTR1-driven beta-arrestin-GFP spot formation – imaging, U2OS cells, high content, primary screen (AID 493036) | P30989 | agonist mode | activation, % at 20 µM | hit rate 0.17% among 330,000;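 active = activation at or above 40% of the spot to cytoplasm intensity ratio, with at least 20 cells analyzed; inconclusive = wells under 20 cells, flagged as cytotoxic or low count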;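 note: 0% = DMSO without peptide and 100% = 100 nM NTR1 peptide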
Target sequence (P30989 whole entry, looked up): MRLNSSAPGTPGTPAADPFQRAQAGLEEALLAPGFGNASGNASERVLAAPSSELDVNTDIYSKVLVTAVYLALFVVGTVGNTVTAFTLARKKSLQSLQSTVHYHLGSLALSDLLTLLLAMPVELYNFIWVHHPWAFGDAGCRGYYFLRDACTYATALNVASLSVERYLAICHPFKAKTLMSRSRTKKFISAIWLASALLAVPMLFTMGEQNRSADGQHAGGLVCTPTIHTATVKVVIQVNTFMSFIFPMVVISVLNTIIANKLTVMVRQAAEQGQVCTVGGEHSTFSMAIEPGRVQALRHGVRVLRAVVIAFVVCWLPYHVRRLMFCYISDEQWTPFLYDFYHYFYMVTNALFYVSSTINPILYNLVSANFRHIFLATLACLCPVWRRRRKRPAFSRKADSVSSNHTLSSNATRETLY
T cell HTS vesicle-bound %: further read-out of T cell HTS, marked with its call; double positive events, %; measured here: CD8+ vesicle-bound cell fraction;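 binding gate set so that unloaded-vesicle control wells show 10% double positive cells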
NTR1 ag cell count 20 µM: also measured in NTR1 ag; calls as there; cell count; measured here: cell count, cytotoxicity flag
Myeloid diff MLP GFP+ MAC1+ %: also measured in Myeloid diff MLP; calls as there; GFP+ MAC1+ double positive, %; measured here: differentiation confirmed by MAC1 staining
* = called active by the depositor; i = inactive; u = inconclusive; x = not tested or not shown; + = active, no number. This is a subset; the hit share may differ from the screen's.

SMILES	T cell HTS	T cell HTS vesicle-bound %	Myeloid diff MLP	Myeloid diff MLP GFP+ MAC1+ %	NTR1 ag	NTR1 ag cell count 20 µM
COC(=O)[C@]1(CC(C)C)N[C@H](c2ccc(-c3ccc(Cl)c(Cl)c3)cc2)[C@@H]2C(=O)N(C)C(=O)[C@@H]21	i	29.2	i	0.3	0.9	61
CCOC(=O)[C@H]1[C@H]2COc3ccc(OC)cc3[C@@H]2N2C(=O)CN(CC3CCCO3)C(=O)[C@@]12C (stereo partly drawn)	i	29.0	i	0.4	2.9	56
CN(C)CCn1c(COc2ccccc2)nc2ccccc21	i	44.4	i	0.5	0.3	58
CC(C)c1ccc(NC(=O)C2CCCN2S(=O)(=O)c2ccccc2F)cc1 (stereo not drawn)	i	40.8	i	1.3	1.4	51
Cc1ccc(C(=O)N2CCCCC2)cc1NC1=C(Cl)C(=O)N(Cc2ccccc2)C1=O	i	20.2	i	0.7	22.2	62
Cc1csc(=O)n1CC(=O)OCC(=O)NCc1ccccc1	i	36.6	i	0.9	-0.5	70
Cc1ccc(CNC(=O)CN2C(=O)NC3(CCCC3)C2=O)cc1	i	36.3	i	1.7	2.5	59
CN(C)CCOC1c2ccccc2CCc2ccc3ccccc3c21 (stereo not drawn)	i	36.5	i	0.5	1.4	48
O=C(Nc1nnc(C2CC2)s1)c1cncc(Br)c1	i	41.6	i	1.4	-0.3	46
CC(C)CN(C(=O)C1CC1)c1c(N)n(Cc2ccccc2)c(=O)[nH]c1=O	i	43.5	i	0.6	-1.6	50
Cc1ccccc1NC(=O)Cc1nc(COC(=O)c2ccc(Cl)c(S(N)(=O)=O)c2)cs1	i	11.7	i	0.7	0.0	39
CC(NC(=O)COC(=O)c1nc(Cl)ccc1Cl)c1ccccc1 (stereo not drawn)	i	53.8	i	1.0	2.1	61
CCCCOc1ccc(S(=O)(=O)N2CCN(C)CC2)cc1	i	33.1	i	0.2	0.1	59
C[C@H](NS(=O)(=O)c1ccc2c(c1)OCCCO2)C(=O)N1CCN(c2ccc(F)cc2)CC1	i	20.0	i	0.3	-2.3	35
O=C1CC2(CCCC2)C(=O)N1CN1CCN(S(=O)(=O)c2ccc(F)cc2F)CC1	i	9.0	i	0.5	0.3	62

Exported as a markdown table: entries from further up
| molecule | T cell HTS | T cell HTS vesicle-bound % | Myeloid diff MLP | Myeloid diff MLP GFP+ MAC1+ % | NTR1 ag | NTR1 ag cell count 20 µM |
| --- | --- | --- | --- | --- | --- | --- |
| CC(C)CN(C(=O)C1CC1)c1c(N)n(Cc2ccccc2)c(=O)[nH]c1=O | i | 43.5 | i | 0.6 | -1.6 | 50 |
| Cc1ccccc1NC(=O)Cc1nc(COC(=O)c2ccc(Cl)c(S(N)(=O)=O)c2)cs1 | i | 11.7 | i | 0.7 | 0.0 | 39 |
| CC(NC(=O)COC(=O)c1nc(Cl)ccc1Cl)c1ccccc1 (stereo not drawn) | i | 53.8 | i | 1.0 | 2.1 | 61 |

(next part)
SMILES	T cell HTS	T cell HTS vesicle-bound %	Myeloid diff MLP	Myeloid diff MLP GFP+ MAC1+ %	NTR1 ag	NTR1 ag cell count 20 µM
N#CCCN(C(=O)COC(=O)CCN=C1NS(=O)(=O)c2ccccc21)c1ccc(F)cc1	i	55.4	i	1.1	1.1	73
CN(CC(=O)Nc1ccc(Cl)c(C(F)(F)F)c1)C(=O)c1cccc(N2C(=O)CCC2=O)c1	i	39.2	i	2.7	-0.3	55
Cc1c(C(=O)N2CCC2)oc2ccc(Cl)cc12	i	41.5	i	1.2	0.4	67
CC(C)(C)c1ccc(OCC(O)CN2CCc3ccccc3C2)cc1 (stereo not drawn)	i	32.1	i	0.1	4.7	46
CC(C)[C@H](NC(=O)c1ccc([N+](=O)[O-])cc1Cl)C(=O)N1CCN(C/C=C/c2ccccc2)CC1	i	56.5	i	2.4	-1.3	67
O=C(Nc1ccc(Nc2ccccc2)cc1)c1c(Cl)cccc1Cl	i	24.3	i	0.0	4.6	47
Cc1cc(C(=O)OCC(=O)N2CCCCCC2)ccc1[N+](=O)[O-]	i	42.1	i	1.9	0.3	60
CC(C)(C)[C@H]1COC(=O)CC/C=C\C[C@@H](CC(=O)N(CCO)Cc2ccccc2)C(=O)N1	i	24.8	i	1.9	-0.6	59
Cc1ccc(C)c(C(=O)CCC(=O)NNC(=O)Cn2nc(C)cc2C)c1	i	57.5	i	1.3	0.7	57
CC(C)CC1(C)NC(=O)N(CC(=O)N2C(C)CCCC2C)C1=O (stereo not drawn)	i	54.2	i	1.1	-0.1	98
O=C(N[C@@H](Cc1ccccc1)C(=O)CCl)OCc1ccccc1	i	45.2	i	3.0	29.3	59
Cc1nc2ccc(Oc3ccccc3)cc2s1	i	36.8	i	1.1	2.8	92
O=C(COc1coc(CN2CCCc3ccccc32)cc1=O)Nc1ccccc1	i	40.1	i	0.3	-1.1	63
Cc1cc(C)nc(-n2nc(C)cc2NC(=O)c2cc3ccccc3oc2=O)n1	i	49.1	i	0.8	0.7	61
COc1ccc(-c2ccc3oc(-c4ccsc4)cc3c2)cc1	i	34.3	i	1.8	0.8	84
CCc1ccccc1NC(=O)CN1CCN(C(=O)CCC(=O)N2CCC(c3ccccc3)=N2)CC1	i	34.1	i	0.1	1.6	69
CCOC(=O)[C@H]1[C@H]2COc3ccccc3[C@@H]2N2C(=O)CN(CC3CCCO3)C(=O)[C@@]12C (stereo partly drawn)	i	9.9	i	1.4	-0.9	53
CCC(=O)NC(c1ccco1)c1cc(Cl)c2cccnc2c1OC (stereo not drawn)	i	41.6	i	0.4	1.5	68
COc1ccccc1CCNC(=O)C(=O)NCCC1CCCCN1S(=O)(=O)c1cccs1 (stereo not drawn)	i	36.0	i	0.3	1.3	52
C=CC[C@@H](CC(=O)N(CCO)Cc1ccccc1)C(=O)N[C@@H](COC(=O)[C@@H](CC=C)Cc1ccc(F)cc1)Cc1c[nH]c2ccccc12	i	13.3	i	1.5	11.3	54
Cc1ccc(S(=O)(=O)N(CC(=O)Nc2cc(C)ccc2C)C(=O)N2CCN(C)CC2)cc1	i	33.7	i	0.6	-0.9	83
CN(CC(=O)Nc1cccc(F)c1)C(=O)c1cc([N+](=O)[O-])ccc1N1CCOCC1	i	12.9	i	0.3	0.0	60
COc1cccc(NC(=O)C(C)N2C(=O)c3ccccc3S2(=O)=O)c1 (stereo not drawn)	i	40.7	i	1.1	-1.2	59
Cc1ccc(S(=O)(=O)Nc2cccc(-c3ccc4nncn4n3)c2)cc1	i	44.0	u	x	0.5	69
C[C@@H]1CC[C@]2(C(=O)O)CC[C@]3(C)C(=CCC4[C@]56CC[C@@](O)(OC5)C(C)(C)C6CC[C@]43C)C2[C@H]1C (stereo partly drawn)	i	42.2	i	1.6	34.3	79
Cc1noc(C)c1COc1ccc(C(=O)N2CCN(c3ccccn3)CC2)cc1	i	55.7	i	0.3	0.5	68
C=CCC(NC(=O)c1ccc(C#N)cc1)C(=O)NCCC (stereo not drawn)	i	22.5	i	1.6	-0.5	55
CCc1noc(C)c1C(=O)Oc1ccc(N(C)S(=O)(=O)c2ccc(C)cc2)cc1	i	19.1	i	0.1	-1.4	96
COc1ccc(-c2noc3c2-c2nc(-c4ccccc4Cl)sc2CC3)cc1	i	28.6	i	2.2	8.8	102
Cc1ccccc1-c1cc(C(=O)NCc2ccc3c(c2)OCO3)nn1CC1CC(c2cccc([N+](=O)[O-])c2)=NO1 (stereo not drawn)	i	19.7	i	3.1	-1.3	58
Cc1cc(S(=O)(=O)Nc2ccc(C(=O)NCCCn3ccnc3)cc2)ccc1F	i	49.5	i	0.7	1.1	46
CCCCN(C(=O)CSc1c(C)c(C)cc(C)c1C)c1c(N)n(CCC)c(=O)[nH]c1=O	i	48.2	i	0.1	1.1	47
O=C(Nn1cnnc1)c1ccc([N+](=O)[O-])cc1Cl	i	37.3	i	0.9	2.0	51
CC(C)C(NC(=O)c1ccc(C(C)(C)C)cc1)C(=O)Nc1ccc(N2CCOCC2)cc1 (stereo not drawn)	i	20.7	i	0.9	1.1	50
CCOc1ccc(NC(=O)CN(C)C(=O)/C=C/c2ccc(S(=O)(=O)N3CCCCCC3)cc2)cc1OCC	i	27.6	i	0.7	2.7	52
Nc1ccc2nc(-c3ccccc3)cnc2c1	i	31.5	+	1.1*	-0.3	52
CC(=O)c1ccc(N2CCN(C(=O)C3CCN(C(=O)Nc4ccccc4)CC3)CC2)cc1	i	48.5	i	1.2	-0.4	44
O=C(NN1C(=O)NC2(CCCCC2)C1=O)c1cccs1	i	54.9	i	0.1	-1.3	50
O=C(NNC(=O)c1ccccc1O)c1ccc(Cl)c(S(=O)(=O)N2CCc3ccccc32)c1	i	40.2	i	0.6	2.4	71
Cc1cccc(C(=O)NCCC(=O)N2CCc3ccccc3C2)c1	i	16.7	i	0.7	-0.9	59
Cc1ccc(NS(=O)(=O)c2ccc(C(=O)NNC(=O)c3ccccc3O)cc2)cc1	i	21.1	i	1.6	3.7	51
Cc1cccnc1NC(=O)c1ccc(S(=O)(=O)N2CCC(C)CC2)cc1	i	40.9	i	0.9	1.2	64
O=C(C[C@H]1C/C=C\C[C@@H](Cc2ccc(F)cc2)C(=O)OC[C@@H]2CCCN2C1=O)NCCO	i	23.0	i	1.7	0.5	72
Cc1ccc(-c2cc(C(=O)OCC(=O)N(C)c3c(N)n(Cc4ccccc4)c(=O)[nH]c3=O)c3ccccc3n2)o1	i	54.8	i	0.7	-0.6	68
O=C1COc2ccc(C(=O)COC(=O)CCOc3ccccc3)cc2N1	i	9.0	i	0.7	2.5	61
COc1ccc(-c2csc3ncnc(N4CCN(S(=O)(=O)c5ccc(C)cc5)CC4)c23)cc1	i	20.7	i	2.3	5.0	62
O=C(COC(=O)/C=C/c1ccc(OC(F)F)cc1)Nc1cccc(S(=O)(=O)N2CCOCC2)c1	i	33.4	i	1.3	0.9	72
COc1cccc(NC(=O)CN2C(=O)C(=O)N(C3CCCC3)C2=O)c1	i	12.5	i	2.0	5.7	50
O=C(OCCN1C(=O)c2ccccc2C1=O)C1CC(O)CN1S(=O)(=O)c1ccc(Cl)cc1 (stereo not drawn)	i	27.3	i	0.3	-1.7	44
NC(=O)c1ccsc1NC(=O)COC(=O)c1ccccn1	i	42.0	i	0.8	-0.4	58
CCc1cc2c(SC(C)C(=O)NC3CCCC3)ncnc2s1 (stereo not drawn)	i	24.1	i	0.4	-1.5	61
COc1cc([C@@H]2CC=C(C(=O)O)[C@H](c3ccc(F)cc3)N2S(=O)(=O)c2ccc(C)cc2)cc(OC)c1OC	i	45.8	i	1.8	4.5	95
CCN1CCN(c2ccc(S(=O)(=O)N3CCOCC3)cc2NC(=O)c2ccccc2SC)CC1	i	51.4	i	0.7	0.1	59
C=CCN1C(=O)c2ccc(C(=O)NCC(=O)Nc3c(C)cc(C)cc3C)cc2C1=O	i	7.5	i	0.7	-1.7	59
COc1ccc(NC(=O)COc2coc(CN3c4ccccc4CC3C)cc2=O)cc1 (stereo not drawn)	i	55.2	i	0.2	0.2	62
Cc1ccc(C(=O)OCC(=O)NC(=O)c2ccccc2)o1	i	35.1	i	0.9	0.2	50
CC1CC(C)CN(C(=O)CSc2n[nH]c(N)n2)C1 (stereo not drawn)	i	29.2	i	0.8	-0.1	60
CCC(=O)c1ccc(OCC(=O)Nc2nc(-c3cccnc3)cs2)cc1	i	29.5	i	0.7	0.3	60
CCN(CC)c1ccc(NC(=O)CN2C(=O)NC3(CCc4ccccc43)C2=O)cc1 (stereo not drawn)	i	31.9	i	0.1	-1.8	59
CCN1C(=O)c2cccc3c(S(=O)(=O)N4CCC(C)CC4)ccc1c23	i	37.7	i	0.3	4.1	64
Additional structures follow:
SMILES	T cell HTS	T cell HTS vesicle-bound %	Myeloid diff MLP	Myeloid diff MLP GFP+ MAC1+ %	NTR1 ag	NTR1 ag cell count 20 µM
C=C[C@@H](C)N(Cc1ccc(OC)cc1)S(=O)(=O)N(Cc1ccccc1)[C@H](C=C)C(C)C	i	26.3	i	2.4	-0.2	57
COc1ccccc1N(Cc1ccccc1)S(=O)(=O)c1cccc(C(=O)NCC2CCCO2)c1 (stereo not drawn)	i	31.8	i	0.8	2.4	65
O=C(CSc1ncnc2sccc12)N1CCN(C(=O)c2cccs2)CC1	i	14.5	i	1.7	0.2	61
CCc1ccc(/C(C)=N/NC(=O)c2ccc(-n3cnnn3)cc2)cc1	i	0.7	i	0.9	-2.9	78
CCc1nnc(NC(=O)c2ccc(-c3ccc(C(C)=O)cc3)o2)s1	i	19.5	i	0.8	4.2	50
Cc1ccc(NC(=O)C(C)OC(=O)CCN=C2NS(=O)(=O)c3ccccc32)cc1 (stereo not drawn)	i	10.3	i	0.7	-1.3	69
CCOc1ccc(CCNC(=O)COC(=O)c2cccc(S(=O)(=O)N3CCCCC3)c2)cc1OCC	i	34.8	i	1.5	1.7	68
